Assay outcomes from PubChem.
SKBR3 24h inh: SK-BR-3 proliferation inhibitors; SK-BR-3 viability, CellTiter-Glo ATP luminescence, 24 h; active compounds read low; viability, % at 10 µM; actives 0.47% (n = 41,000);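 active means viability at or below the median of all test compounds minus 3 SD, in both replicates if run twice, cut at about 45% in these data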;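 further: 100% = median untreated cell wells and 0% = median positive control drug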
* = called active by the depositor; & = joins results of further samples. These rows are one share of the data (hit frequency here may not be typical).

mol,SKBR3 24h inh
Cc1ccc(OC(=O)c2ccc(C)c(C)c2)cn1,96
O=C(O)CCCCCNc1nc2ncn(Cc3ccccc3)c2c(=O)[nH]1,106
Oc1cccc(-c2nc3ccccc3s2)c1,96
COCc1nnc(NC(=O)c2cccs2)s1,72
O=C(O)CCSc1nc2ccccc2s1,104
COc1cccc(C2=N/C(=C\N(C)C)C(=O)O2)c1,103
CCN(CC)CCN1C(=O)C(=O)/C(=C(/O)c2ccc(OCC(C)C)cc2)C1c1ccncc1 (centres undefined),105
CC(C)(C)NC(=O)C(c1ccncc1)N(C(=O)c1csnn1)C1CC1 (centres undefined),115
CCC(=O)N(CCc1ccccc1C)Cc1cc2cc3c(cc2[nH]c1=O)OCO3,91
COc1cc2nc(N3CCN(C(=O)C4CCCO4)CC3)nc(N)c2cc1OC (centres undefined),113&90
CCNC(=O)N(C)c1nncnc1C(=O)NC,94
Cc1ccc(C2CC(=O)N3CN(c4ccc(Br)cc4)CSC3=C2C#N)o1 (centres undefined),90

Remaining list, next part:
mol,SKBR3 24h inh
Cc1ccccc1NC(=O)C1CC(Cl)=CCC1C(=O)O (centres undefined),95
COCCNC(=O)C(OC(=O)c1cccs1)c1ccccc1 (centres undefined),65
C1CCCN(CCCCN2CCCCCC2)CC1,97
CCN1CCC(NC(=O)c2cc(OC)c(OC)cc2OC)CC1,89
O=C(Oc1cccnc1)c1cccc(Cl)c1,101
O=C(CCCCCN1C(=O)c2ccccc2C1=O)NCCc1nc2ccccc2[nH]1,95
C/C=C/Cn1c(SC)nc2c1c(=O)[nH]c(=O)n2C,96
Cc1ccc(CNC(=O)C(OC(=O)c2ccco2)C(C)C)cc1 (centres undefined),81
Cc1c(C(=O)NCCN2CCOCC2)oc2ccc(S(=O)(=O)N3CCCCCC3)cc12,70
Cc1cc2nc(C)n3c4ccccc4nc3n2n1,83
OC(Cn1ccnc1)c1ccc(Cl)cc1Cl (centres undefined),85
Cc1ccc(-c2nnn(CC(=O)N(Cc3cccs3)C(C(=O)NC(C)(C)C)c3ccc(C)o3)n2)o1 (centres undefined),66

(list continues)
mol,SKBR3 24h inh
COc1ccc(CNC(=O)C(C#N)c2nc3ccccc3nc2N2CCCC2)cc1 (centres undefined),103
C=CCSc1nnc(C)n1-c1ccc(Cl)cc1,95
O=C(CCN1C(=O)c2ccccc2C1=O)OCN1C(=O)c2ccccc2C1=O,93
Cc1ccc(C)c(NC(=O)CS(=O)(=O)c2c[nH]c3ccccc23)c1,82
O=C(NC1CCCCC1)N1CCc2[nH]c3ccccc3c2C1,65
C[C@H](NC(=O)OC(C)(C)C)c1nnc(SCC(=O)c2ccc(Cl)cc2)o1,72
Cc1sc(NC(=O)CSc2nnc(-c3ccc(F)cc3)o2)c(C#N)c1C,94
O=C(NCc1ccccc1)N(Cc1cc2cc3c(cc2[nH]c1=O)OCCO3)CC1CCCO1 (centres undefined),80
CCc1noc(C)c1C(=O)Nc1sc(C(=O)N(C)C)c(C)c1C(=O)OC,79
OCC1N=C(c2ccccn2)OC1c1ccccc1 (centres undefined),95
Cc1nnc(NC(=O)C2CCN(c3nnnn3-c3ccccc3)CC2)s1,94
CC(=O)c1cnc(Nc2nc(C)c3cc(C)ccc3n2)nc1C,112

(next part)
mol,SKBR3 24h inh
CCCCN1C(=O)C(O)(CC(=O)c2c(C)n[nH]c2C)c2cc(Br)ccc21 (centres undefined),87
Cc1ccc(-n2c(N)c(C(=O)N3CCCCC3)sc2=S)cc1,81
COc1cc2c(C(=O)NCc3ccccn3)cn(C)c(=O)c2cc1OC,100
CCN(Cc1cc2cc(C)ccc2[nH]c1=O)C(=O)c1cccc(OC)c1,107
Cc1nn(CC(=O)Nc2ccc(C(=O)N3CCCC3)cc2)c(=O)c2ccccc12,88
CCOC(=O)Cc1csc(NC(=O)CSc2nnc(-n3nc(C)cc3C)c3ccccc23)n1,93
COc1ccccc1-c1noc(-c2ccccc2C(=O)N2CCOCC2)n1,87
Cc1cccn2cc(CNc3ccccc3)nc12,103
Cc1ccc(S(=O)(=O)N(CC(O)CN2CCCC2)c2ccccc2)cc1 (centres undefined),77
OC(COc1ccc2ccccc2c1Br)Cn1ccnc1 (centres undefined),85
COc1ccc2[nH]c(=O)c(CN(Cc3cccnc3)C(=O)Nc3ccccc3)cc2c1,89
CN(C)C(=O)Nc1ccc(F)cc1F,86

Next section.
mol,SKBR3 24h inh
Nc1nc(-c2cccnc2)nn1C(=O)c1ccco1,87
COC(=O)c1ccc(N2C(=O)CC(N3CCN(C(=O)c4ccco4)CC3)C2=O)cc1 (centres undefined),97
CCCCn1c(N(CCOC(C)=O)C(C)=O)nc2ccccc21,91
CCCOc1ccc(Cc2nn3c(=O)/c(=C/c4ccco4)sc3nc2=O)cc1,85
CCOC(=O)N1CCC(NC(=O)CCC(=O)N2CC(C)Oc3ccc(C)cc32)CC1 (centres undefined),100
CCN(CC)C(=O)c1cncc(C(=O)N(CC)CC)c1-c1ccccc1,70
CCOC(=O)N1CCN(C(=O)CN(Cc2ccc(Cl)cc2)S(C)(=O)=O)CC1,82
CC(C)c1nnc(NC(=O)CCS(=O)(=O)c2nc(-c3cccs3)cc(C(F)(F)F)n2)s1,92
CC(=O)c1cccc(NC(=O)NC(C)C2CCCO2)c1 (centres undefined),87
O=C(NCc1ccc2c(c1)OCO2)c1cccc(Cl)c1,100
O/N=C1/C2C3CC4C5C3C1C5C1(OCCO1)C42 (centres undefined),93
COc1ccc(OC)c(NC(=O)C2CCCN2C(=O)OCc2ccccc2)c1 (centres undefined),98

14 compounds from above, ordered by number of heavy atoms, smallest number first.
mol,SKBR3 24h inh
CN(C)C(=O)Nc1ccc(F)cc1F,86
O/N=C1/C2C3CC4C5C3C1C5C1(OCCO1)C42 (centres undefined),93
Cc1cccn2cc(CNc3ccccc3)nc12,103
Nc1nc(-c2cccnc2)nn1C(=O)c1ccco1,87
CC(=O)c1cccc(NC(=O)NC(C)C2CCCO2)c1 (centres undefined),87
OC(COc1ccc2ccccc2c1Br)Cn1ccnc1 (centres undefined),85
CCCCn1c(N(CCOC(C)=O)C(C)=O)nc2ccccc21,91
CCN(Cc1cc2cc(C)ccc2[nH]c1=O)C(=O)c1cccc(OC)c1,107
CCOC(=O)N1CCN(C(=O)CN(Cc2ccc(Cl)cc2)S(C)(=O)=O)CC1,82
CCCOc1ccc(Cc2nn3c(=O)/c(=C/c4ccco4)sc3nc2=O)cc1,85
Cc1nn(CC(=O)Nc2ccc(C(=O)N3CCCC3)cc2)c(=O)c2ccccc12,88
COC(=O)c1ccc(N2C(=O)CC(N3CCN(C(=O)c4ccco4)CC3)C2=O)cc1 (centres undefined),97
COc1ccc2[nH]c(=O)c(CN(Cc3cccnc3)C(=O)Nc3ccccc3)cc2c1,89
CCOC(=O)Cc1csc(NC(=O)CSc2nnc(-n3nc(C)cc3C)c3ccccc23)n1,93

(cont.)
mol,SKBR3 24h inh
Cc1cccc2cc3c(nc12)SC(=NCC1CCCO1)N(Cc1ccco1)C3 (centres undefined),95
O=C(NCc1ccco1)Nc1ccc(Br)cc1,78
Cc1cc(NCc2ccc(F)cc2Cl)n2nnnc2n1,68
CCc1ccc2[nH]c(=O)c(CN(CCCN3CCOCC3)C(=O)Nc3ccc(Cl)cc3)cc2c1,84
Cc1ccc(C)c(-n2nnnc2SCC(=O)Nc2cccc(-c3nnc4n3CCCCC4)c2)c1,79
O=C(NC1CCS(=O)(=O)C1)c1cccc(S(=O)(=O)N2CCCCC2)c1 (centres undefined),94
Cc1ccc(-c2cc(C(=O)NCc3ccc4c(c3)OCO4)[nH]n2)c(O)c1C,89
CC1CC(=O)C=C(O)C1C(=O)OC(C)(C)C (centres undefined),89
COC(=O)c1ccccc1S(=O)(=O)N1CCC(c2nc3ccccc3o2)CC1,84
COC(=O)C1C(=O)CC(C)(O)C(C(=O)OC)C1c1ccccc1F (centres undefined),91
COC(=O)C1(C)NC(c2ccc(O)cc2)C2C(=O)N(c3ccc4c(c3)OCCO4)C(=O)C21 (centres undefined),86
Cc1ccc(S(=O)(=O)Cn2nnnc2CN2CCN(Cc3ccc4c(c3)OCO4)CC2)cc1,105

Further results.
mol,SKBR3 24h inh
NNC(=O)c1ccncc1,79
c1ccc(CCc2nc(-c3ccccn3)no2)cc1,96
O=C(Cn1c(-c2ccccc2)noc1=O)NCc1ccccc1,79
Clc1ccc(Cc2noc(Cc3ccccc3)n2)cc1Cl,61
CC(C)c1nc2oc3c(NCc4cccnc4)ncnc3c2c2c1CCC2,94
Cc1cc(C)n(-c2nc(C)nc(NCc3ccccc3)n2)n1,75
CN(Cc1ccccc1)c1nc2c(c(=O)[nH]c(=O)n2C)n1Cc1ccccc1Cl,86
CC(C)(C)c1nn(-c2ccccc2)c2[nH]c(=O)c(CNCc3ccco3)cc12,68
CCOC(=O)NCC(C#CCN(CC)CC)N(CC)CC (centres undefined),110
O=C(Nc1nnc(CC(=O)N2CCCC2)s1)c1cnccn1,90
C=CCn1c(SCc2ccc3nonc3c2)nnc1-c1cccs1,67
CCOc1ccc(N2C(=O)CC(N3CCN(c4ccccc4F)CC3)C2=O)cc1 (centres undefined),97

More compounds.
mol,SKBR3 24h inh
CC(C)n1c(=O)[nH]c2ccccc21,90
COc1cccc(OCCn2c(C)c(/C=N/n3cnnc3)c3ccccc32)c1,104
O=c1cc(NCc2ccccc2)nc2n1CCCS2,79
COCCC(=O)N(Cc1ccc2c(c1)OCO2)C(C(=O)NC1CCCCC1)c1ccncc1 (centres undefined),90
CCOC(=O)c1sc(NC(=O)CSc2nc3c(cc2C#N)CCCCCC3)c(C#N)c1C,71
CC(C)OCCCNS(=O)(=O)c1ccc2c(c1)OCCO2,94
Cc1cccc(N(C)C(=O)c2coc(=O)c3ccccc23)c1,96
Cc1cccc(N)c1SC1CCCCC1O (centres undefined),79
O=C(c1cnc2n(c1=O)CCS2)N1CCCc2ccccc21,143
COc1cccc(C2C(C(=O)c3cc4cccc(OC)c4o3)=C(O)C(=O)N2c2cc(C)on2)c1OC (centres undefined),89
O=C(NC1CCCC1)c1c[nH]c2ccc(F)cc2c1=O,78
CN(C)P(=NC(=O)COc1ccc(Cl)cc1Cl)(N(C)C)N(C)C,81

(next part)
mol,SKBR3 24h inh
COc1ccc(OC)c(CNC(=O)CCNC(=O)Cn2ccc3ccccc3c2=O)c1,77
O=C(Nc1sc2c(c1C(=O)O)CCCC2)c1cccs1,103
CC(C)CCOc1ccc(Cl)cc1CN1CCOCC1,84
Cc1ncn(C23CC4CC(CC(O)(C4)C2)C3)n1,74
COCCCNC(=O)C(C#N)c1nc2ccccc2nc1N1CCN(Cc2ccccc2)CC1 (centres undefined),79
O=C(NC1CCCC1)c1ccc(COCC(F)(F)F)o1,82
CCN1CCN(Cc2nc(N)nc(Nc3ccc(C)c(C)c3)n2)CC1,86
CNC(=O)c1ccc(N(Cc2ccccc2C)S(C)(=O)=O)cc1,91
COc1ccc(CCn2nnnc2C(CC(C)C)N2CCN(c3ncccn3)CC2)cc1OC (centres undefined),78
CCn1c(SCC(=O)Nc2nc3c(s2)CCCC3)nc2c1c(=O)n(C)c(=O)n2C,98
CC1(C)CC(=O)C(C(c2ccncc2)C2C(=O)CC(C)(C)CC2=O)C(=O)C1,98
O=C1C=C(OCc2ccccc2)CN1,67

(continued)
mol,SKBR3 24h inh
CCC(=O)N1CCN(c2ccccc2NC(=O)Cc2ccccc2)CC1,91
CCC1CCCCN1S(=O)(=O)c1ccc(NC(=O)CSc2ncccc2C(=O)O)cc1 (centres undefined),95
CCOC(=O)C1CCN(C(=O)c2cn(C)c(=O)c3cc(OC)c(OC)cc23)CC1,84
O=C1c2ccccc2C(=O)N1CCCOCc1c[nH]c(=O)[nH]c1=O,90
CN1C(=O)NC(NC(=O)c2cccs2)(C(F)(F)F)C1=O (centres undefined),101
O=C1OCCC1Sc1nc2ccccc2n1Cc1ccccc1 (centres undefined),87
O=C(O)c1cccc(Cn2cc(Br)cn2)c1,111
CCn1ncc(Br)c1C(=O)Nc1nccs1,108
Cc1nc2c(Br)c3nc(C(F)(F)F)[nH]c3c(Br)c2[nH]1,105
O=C(Nc1ccc2c(c1)OCO2)c1cnn2cccnc12,97
CS(=O)(=O)Nc1ccc(C(=O)NCCc2ccccc2)cc1,75
COc1ccc(S(=O)(=O)Nc2cccc(SC)c2)cc1OC,85

Further structures
mol,SKBR3 24h inh
COc1ccc(CCC(C(O)C(F)(F)F)S(=O)c2ccccc2)cc1 (centres undefined),85
COC(=O)C1C(O)=C(C=NCC(C)N=CC2=C(O)C(C(=O)OC)C(C)(C)CC2=O)C(=O)CC1(C)C (centres undefined),116
COC(=O)C1=CN(C)C=C(C(=O)OC)C1c1ccsc1,82
O=C(Nc1nc(-c2ccc(S(=O)(=O)N3CCCC3)cc2)cs1)c1cccs1,83
CCn1nc(-c2ccccc2)c2nc3ccccc3nc21,91
CCN(CC(=O)NCc1ccc(F)cc1)C(=O)C1CCN(C(=O)Nc2ccccc2)CC1,79
CCn1c2ccccc2c2cc(NC(=O)N3CCOCC3)ccc21,106
Cc1ccc2c(c1)N(Cc1ccncc1)C(=O)C(C)O2 (centres undefined),90
OCCN1CCN(c2nc(N3CCCCC3)nc(N3CCCCC3)n2)CC1,89
Cc1nnc(NC(=O)NCN2C(=O)C3C4C=CC(C4)C3C2=O)s1 (centres undefined),82
